Assay outcomes (PubChem)
PME-1 inh: PME-1 inhibitors via competitive probe labeling, primary screen, biochemical, fluorescence polarization, FP-Rh probe, HTS. Protein phosphatase methylesterase 1 (Homo sapiens), Q9Y570. recombinant PME-1. inhibition, % at 5.9 µM. 320,000 compounds, 0.53% hits;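 active = inhibition above the campaign mean of all compounds plus 3 SD, cut at about 26% in these data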;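 note: competitive labeling of PME-1 active site by serine hydrolase directed probe; 0% = PME-1 with DMSO and 100% = wells lacking PME-1 enzyme; inhibitors block probe labeling so polarization falls and inhibition rises; many of its hits are not listed in these tables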
VLA-4 inh: inhibition in human VLA-4 binding assay, primary screen, VLA-4 allosteric modulator project, MLPCN library, flow cytometry, VLA-4 expressing cells; Integrin alpha-4 (Homo sapiens), P13612; ligand binding flow cytometry; inhibition, % (about 7 µM as worked out from the volumes in the protocol); 330,000 compounds, 0.2% hits; in the data active = inhibition above about 50%
MCL1 BIM primary: inhibitors of MCL1 binding to BIM-BH3, primary screen, biochemical, fluorescence polarization; Induced myeloid leukemia cell differentiation protein Mcl-1 (Homo sapiens), Q07820; AID 2057, 2009; 320,000 compounds, 0.68% hits; GST-MCL1 / FITC-Bim-BH3 fluorescence polarization; inhibition, % at 10.9 µM;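 active = inhibition above the mean inhibition of all tested compounds plus 3 SD, set per campaign, cut at about 40% in these data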;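 note: 0% = DMSO wells and 100% = unlabeled Bim-BH3 peptide control; higher means more loss of mP so more displacement of Bim peptide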
Efflux pump mplx: inhibitors of Candida efflux pumps in yeast, primary screen, S. cerevisiae, Nile Red, multiplex. S. cerevisiae Candida pump triplex. inhibition, % at 10 µM. 330,000 compounds, 0.44% hits;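 active = plate passing quality check with inhibition over a set limit, or well fluorescence over plate mean plus 4 SD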;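 note: Nile Red retained in pooled yeast measured as flow cytometry median fluorescence; 0% = buffer negative control and 100% = Enniatin B positive control; higher means more Nile Red kept so more efflux inhibition; some compounds called inactive have numbers as strong as hits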
GLD-1 RNA inh: GLD-1/TGE RNA complex disruptors, primary screen, biochemical, fluorescence polarization; Female germline-specific tumor suppressor gld-1 (Caenorhabditis elegans), Q17339; purified GLD-1 + fluorescein TGE RNA; inhibition, % at 5.96 µM; 320,000 compounds, 0.44% hits; AID 2280, 2010;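 active = percent inhibition above a per-plate cutoff, the plate mean of test compounds plus 3 SD, cut at about 30% in these data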;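 note: 0% = DMSO wells with GLD-1 and probe and 100% = wells lacking GLD-1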
MEX-5 binding: MEX-5 zinc finger RNA-binding disruptors – biochemical, C. elegans, fluorescence polarization, MLPCN library, primary screen; MEX-5/FITC-TCR2 RNA binding; active compounds read low; 300,000 compounds, 0.38% hits; activity score (negative = inhibition of binding), % at 10 µM;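 active = inhibition past about -25% in most replicates, and total fluorescence under double the plate's negative control median, limit read from the data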;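 note: 0% = DMSO and -100% = 5 µM competing unlabeled TCR2 RNA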
GRK2 aptamer HTS: compounds blocking aptamer binding on GRK2 – biochemical, human GRK2, bead flow cytometry, HTS, primary screen | FAM-aptamer displacement from GRK2 | inhibition of aptamer binding, % at 10 µM | 330,000 compounds, 0.59% hits | AID 488847, 2010;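 active = inhibition of aptamer binding above 40%, roughly 3 SD of noise, on plates passing a quality check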;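 note: median bead fluorescence of bound FAM aptamer so fluorescent compounds give negative values; no value below 0 was filed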
Target sequence (P25098 whole entry, looked up): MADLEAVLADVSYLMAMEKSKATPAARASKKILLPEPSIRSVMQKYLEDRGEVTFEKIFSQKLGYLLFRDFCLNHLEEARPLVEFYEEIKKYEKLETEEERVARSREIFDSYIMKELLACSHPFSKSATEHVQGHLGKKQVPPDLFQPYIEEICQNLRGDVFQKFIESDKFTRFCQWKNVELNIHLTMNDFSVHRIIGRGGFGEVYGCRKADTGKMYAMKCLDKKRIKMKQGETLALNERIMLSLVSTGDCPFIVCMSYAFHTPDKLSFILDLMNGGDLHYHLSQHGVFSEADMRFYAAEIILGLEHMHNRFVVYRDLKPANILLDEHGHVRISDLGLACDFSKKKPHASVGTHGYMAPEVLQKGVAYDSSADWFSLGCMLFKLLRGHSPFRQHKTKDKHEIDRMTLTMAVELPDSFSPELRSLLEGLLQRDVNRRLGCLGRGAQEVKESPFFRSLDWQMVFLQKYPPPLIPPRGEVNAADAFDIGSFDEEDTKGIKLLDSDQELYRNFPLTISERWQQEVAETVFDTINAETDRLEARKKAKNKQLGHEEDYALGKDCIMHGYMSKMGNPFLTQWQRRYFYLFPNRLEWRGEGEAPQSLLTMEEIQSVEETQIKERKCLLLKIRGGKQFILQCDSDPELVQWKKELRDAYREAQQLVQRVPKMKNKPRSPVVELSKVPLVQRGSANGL
BCLXL inh: inhibitors of human Bcl-xL, primary screen, biochemical, fluorescence polarization, HTS; GST-Bcl-xL / FITC-Bim BH3 peptide fluorescence polarization; 320,000 compounds, 0.7% hits; AID 2129, 2009; inhibition, % at 10.9 µM; Bcl-2-like protein 1 (Homo sapiens), Q07817;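 active = inhibition above the mean of all tested compounds plus 3 SD, cutoff set per campaign, cut at about 30% in these data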;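 note: 0% = DMSO wells and 100% = unlabeled Bim-BH3 peptide competitor; inhibitors lower millipolarization by displacing the labeled peptide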
Target sequence (Q07817 whole entry, looked up): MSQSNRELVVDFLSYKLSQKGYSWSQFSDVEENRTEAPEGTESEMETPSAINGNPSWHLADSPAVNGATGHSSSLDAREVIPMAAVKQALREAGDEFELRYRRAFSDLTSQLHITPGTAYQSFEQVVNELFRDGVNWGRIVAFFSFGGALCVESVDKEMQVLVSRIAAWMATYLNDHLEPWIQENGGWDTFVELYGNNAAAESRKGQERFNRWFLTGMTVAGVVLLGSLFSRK
Fam108B counter: mouse Fam108B serine hydrolase inhibitors, primary screen, counter-screen for RBBP9 inhibitor project, biochemical, fluorescence polarization | AID 1947, 2009 | inhibition, % at 9.51 µM | 300,000 compounds, 0.33% hits | recombinant Fam108B, FP-Rh probe fluorescence polarization;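 active = inhibition above the screen mean inhibition plus 3 SD, computed separately per campaign, cut at about 18% in these data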;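 note: inhibitors lower polarization as less probe binds the enzyme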
An asterisk follows results filed as active; x = no result given. Not all compounds are listed; the hit share may differ from the screen's.

SMILES	PME-1 inh	VLA-4 inh	MCL1 BIM primary	Efflux pump mplx	GLD-1 RNA inh	MEX-5 binding	GRK2 aptamer HTS	BCLXL inh	Fam108B counter
COc1ccc(C(=O)NNC(=O)C2CCCO2)cc1 (stereo not drawn)	1	3	5	-0.1	-6	-2.9	0	8	1
COc1ccc(-c2noc(CN3CCCC(OCc4ccccn4)C3)n2)cc1 (stereo not drawn)	-9	x	8	0.3	1	1.1	4	1	-3
CCOc1ccccc1C(=O)N(C)Cc1cc2cc(OC)ccc2[nH]c1=O	2	9	8	0.1	0	1.4	0	4	-8
COc1cc(/C=C2\CCc3c2nc2ccccc2c3C(=O)O)cc(OC)c1OC	-6	1	76*	-0.1	2	-26*	62*	20	11
CSc1nsc(SC)c1C(=O)NC(=O)Nc1cccnc1	-1	-12	-1	0.8*	7	x	1	6	3
O=C(CN1C(=O)NC(Cc2c[nH]c3ccccc23)C1=O)Nc1ccc(Br)cc1F (stereo not drawn)	7	-2	-4	-0.1	7	x	0	-4	x
COc1ccc(CN2C(=O)C(C)S/C2=N/N=C/c2ccco2)cc1 (stereo not drawn)	-5	15	5	0.1	4	x	0	7	-1
Cc1cc(C)c(S(=O)(=O)N2CCCC2=O)c(C)c1	-3	3	-2	0.0	-7	0.2	0	2	3
COc1ccccc1OCC(=O)c1[nH]c(C)c(C(C)=O)c1C	1	-11	8	0.0	0	-0.3	2	6	4
O=S(=O)(c1cccc(F)c1)N1CCN(C(=S)NCc2ccccc2)CC1	9	-7	6	-0.1	5	1.6	1	6	4
C/C(O)=c1/c(=O)nc2cccc3c2=c1c1ccccc1c3=O	x	1	x	-0.1	x	-5.2	0	x	x
Cn1c(SCC(=O)NCC2CCCO2)nnc1-c1c[nH]c2ccccc12 (stereo not drawn)	0	0	-3	0.0	-2	0.7	1	-3	0
COc1ccc(-n2ncc3c2CC(C)(C)CC3NC(=O)CCC2=NNC(=O)CC2)cc1 (stereo not drawn)	-8	-2	5	-0.1	-3	-1.8	3	7	6
O=[N+]([O-])c1ccc(NCCCNS(=O)(=O)c2ccccc2)c(Cl)c1	2	15	2	0.3	6	1.3	1	4	-2
CS(=O)(=O)c1ccc(-c2nnc(NC(=O)C3=COCCO3)o2)cc1	-1	23	3	0.1	3	-5.1	2	0	3
CC1(C)CC(NC(=O)COc2ccc3c4c(c(=O)oc3c2)CCCC4)CC(C)(C)N1	3	-1	7	0.1	5	3.8	0	4	1
CCOC(=O)C/C(C)=N\Nc1ccc([N+](=O)[O-])cc1[N+](=O)[O-]	5	4	2	-0.1	4	0.2	0	5	-2
CC(C(=O)O)N1CCCCC1 (stereo not drawn)	4	2	1	0.0	6	-0.7	0	5	3
Cc1ccc(OCC(=O)N/N=C/c2cn(C)c3ccccc23)cc1	-2	5	0	0.0	-1	0.1	1	5	3
CC(C)Cn1c(SCC(=O)N2CCCc3ccccc32)nc2ccccc2c1=O	-2	2	-3	0.1	2	0.7	3	3	1
C[C@@H](CSc1ccc(Br)cc1)CN1CC[C@H](NC(=O)OCc2ccccc2)CCC1=O	x	1	x	0.5	6	x	0	x	x
Cc1noc(C)c1COC(=O)CN(C)S(=O)(=O)c1ccc(Cl)cc1	-5	-3	2	-0.1	10	0.3	0	1	1
COc1ccc(N2CCN(c3nc4c(c(=O)n(C)c(=O)n4C)n3CCCc3ccccc3)CC2)cc1	-11	-3	10	0.0	-5	1.9	0	5	2
O=C(c1ccc(Cl)c(S(=O)(=O)N2CCOCC2)c1)N1CCCCCC1	-5	11	-3	-0.2	1	-1.1	2	1	1
CC1(C)CC(NS(=O)(=O)c2ccc(C(C)(C)C)cc2)CC(C)(C)N1	-3	25	8	0.0	0	-2.0	0	3	0

Continued.
SMILES	PME-1 inh	VLA-4 inh	MCL1 BIM primary	Efflux pump mplx	GLD-1 RNA inh	MEX-5 binding	GRK2 aptamer HTS	BCLXL inh	Fam108B counter
CC1S/C(=N/N=C/c2ccco2)N(Cc2ccc(F)cc2)C1=O (stereo not drawn)	-7	3	-5	0.1	6	x	1	5	-1
CC(C)(C)c1ccc(-c2noc(-c3ccno3)n2)cc1	2	23	2	0.4	1	0.0	0	-1	-4
COc1ccc(S(=O)(=O)Nc2cc(S(=O)(=O)N3CCOCC3)ccc2OC)cc1	x	-1	x	0.1	5	x	0	x	x
CNC(=S)NNC(=O)c1ccc(C(C)(C)C)cc1	-4	10	8	-0.2	8	-2.6	2	6	2
O=C(Nc1ccccc1)C1=C[C@@H](c2coc3ccccc3c2=O)C[C@@H](OCc2ccc(CO)cc2)O1	-1	x	5	x	4	-1.2	x	0	-7
COc1cccc(C(=O)COC(=O)C(C)N2C(=O)c3ccccc3C2=O)c1 (stereo not drawn)	-6	28	6	-0.2	4	-1.1	4	4	-4
COCCN1C(=O)N[C@@H](c2cccc(C(F)(F)F)c2)[C@H](C(=O)OC)[C@H]1C	0	-14	6	0.0	6	2.1	0	4	4
O=c1c2ccccc2nc2n1C(CSCc1ccccc1)CS2 (stereo not drawn)	11	-1	2	-0.1	0	1.8	0	4	3
COc1ccccc1C1C(C#N)=C(N)Oc2c1c(-c1ccccc1)nn2-c1ccccc1 (stereo not drawn)	13	6	5	0.1	-2	1.2	0	5	24*
COc1cc(OC)c(OC)cc1CN(C)CCc1ccccn1	3	1	-1	0.0	1	-1.0	0	5	0
CC(=O)c1ccc(Sc2ccccc2)cc1	-1	-3	-4	0.0	0	0.8	0	1	0
O=C(NCc1ccccc1F)c1ccc2c(c1)OCO2	2	3	2	-0.4	-1	0.6	2	0	0
CCN(C(=O)c1ccco1)C1C2CC3CC(C2)CC1C3 (stereo not drawn)	-1	-16	-1	0.1	2	-2.4	2	0	0
O=C(CSc1nnnn1C1CCCCC1)Nc1cccc(NC(=O)c2ccco2)c1	3	4	7	0.2	3	-1.7	0	1	-6
CC(C)Nc1nnc(SCC(=O)c2c[nH]c3ccccc23)s1	2	6	-3	-0.5	0	1.5	0	0	8
CC(=O)Nc1ccc(S(=O)(=O)c2ccc(N)cc2)cc1	-8	27	-1	0.1	0	5.5	1	-1	4
COc1ccc(/C=N/NC(=S)NCC2CCCO2)cc1 (stereo not drawn)	-1	1	8	0.1	-2	-1.9	2	1	0
Cc1ccc(OC(=O)COc2ccccc2)c(-n2nc3ccccc3n2)c1	2	0	2	0.1	5	-2.5	3	4	-1
Cc1ccc(SCc2ccc(C(=O)NCc3cccnc3)cc2)cc1	-6	9	2	0.0	-1	1.5	5	2	-2
CCC(C(=O)OC)n1cnc2c(cnn2-c2ccc(Cl)cc2)c1=O (stereo not drawn)	-1	-3	-2	-0.1	5	0.8	0	7	-3
O=C(COC(=O)/C=C/c1cccc([N+](=O)[O-])c1)NCc1ccco1	-1	1	3	0.0	4	-0.1	0	3	3
O=C(O)CC/C(=N/NC(=O)CNC(=O)Cc1ccccc1)c1ccccc1	-3	-10	3	0.0	2	0.6	1	5	-1
COc1ccc(-c2csc3ncn(CC(=O)N4CCOCC4)c(=O)c23)cc1	3	2	7	0.1	11	-2.6	0	-2	1
COc1cccc(-c2cc3nc4c(c(N5CCC6(CC5)OCCO6)n3n2)CCCC4)c1	-3	11	3	0.0	1	0.8	0	10	3
COCCCNC(=O)CN1C(=O)CSc2ccc(S(=O)(=O)N3CCOCC3)cc21	0	-2	13	0.0	7	0.3	3	10	6

Following part
SMILES	PME-1 inh	VLA-4 inh	MCL1 BIM primary	Efflux pump mplx	GLD-1 RNA inh	MEX-5 binding	GRK2 aptamer HTS	BCLXL inh	Fam108B counter
Cc1ccc(OCCC(=O)OCC(=O)Nc2ccc(C)cc2Cl)cc1	1	0	0	-0.1	1	2.9	0	2	4
CC(C)n1ncc2c(C(=O)Nc3ccc(S(C)(=O)=O)cc3)cc(C3CC3)nc21	-15	17	5	0.1	0	x	1	5	x
N#Cc1c(Cl)nsc1NCCN1CCOCC1	-12	3	-3	0.0	-8	1.9	2	1	0
CC(=O)Nc1cc[n+](CC(=O)c2cccc([N+](=O)[O-])c2)cc1	-1	4	6	-0.1	17	0.4	0	4	0
CCCc1nc(SCC(=O)N2CCCc3ccccc32)c2c(=O)n(C)c(=O)n(C)c2n1	1	-12	2	0.0	8	0.6	0	1	-1
Brc1ccc(NC(c2ccccc2)c2ccncc2)cc1 (stereo not drawn)	-5	21	5	0.2	0	0.4	0	6	4
Cc1ccccc1CNC(=O)COc1ccccc1	-2	18	-7	0.2	-1	0.0	0	3	3
COc1cccc(-c2noc(C3CCCN(C(=O)CC(C)(C)C)C3)n2)c1 (stereo not drawn)	5	-2	-3	0.1	-10	1.0	2	2	-3
O=C(O)CCCCCCC1C(=O)NC(=O)N1CCC(O)C1CCCCC1 (stereo not drawn)	-5	11	-4	0.0	1	-1.9	1	1	0
CC(C)(C)NC(=O)Cn1nnc(-c2cccs2)n1	-2	7	-7	0.0	4	-0.1	5	2	0
CNS(=O)(=O)c1ccc(Oc2ccc(S(=O)(=O)NC)cc2)cc1	-4	1	3	0.0	3	-0.1	0	-1	-2
Cn1c(SCc2c(Cl)cccc2Cl)nnc1-c1cccs1	1	7	-2	-0.1	5	-0.3	2	-2	-2
CCn1c(SCC(=O)Nc2cc(OC)ccc2OC)nc2c(c1=O)SCC2	-4	-20	3	-0.1	0	-1.5	1	4	-2
CC(=O)Nc1ccc(S(=O)(=O)Nc2cccc(-c3csc(C)n3)c2)cc1	3	-6	13	-0.1	4	0.4	7	3	-3
CC(C)(C)NC(=S)N/N=C/c1c(Cl)cccc1Cl	-1	18	1	0.0	6	0.3	x	3	0
N/C(=N\OC(=O)c1cccc(C(F)(F)F)c1)c1cnccn1	-4	1	-8	0.0	5	1.0	0	-2	2
CCOc1ccc(Cc2c(C)[nH]c3ccc(C(=O)O)cc3c2=S)cc1	1	-3	31	-0.2	21	-4.9	1	31*	5
COc1ccc(/C=N/NC(=O)c2cc(=O)[nH]c3ccccc23)cc1OC	-2	7	8	-0.1	-2	1.0	3	8	8
CCCC(=O)c1ccc2c(c1)OCCO2	4	6	-4	-0.1	-2	-2.4	0	-7	-4
Cc1cc(NC(=O)Cn2nc(C(=O)O)c3ccccc3c2=O)c([N+](=O)[O-])cc1C	-7	5	8	-0.2	0	0.9	0	6	1
CC(C)c1nc(SCC(=O)NC(=O)NC(C)(C)C)n[nH]1	5	7	-1	-0.2	2	-2.4	0	1	-3
COc1cccc(NC(=O)CN(C)C(=O)c2ccc(-c3cccc(C(F)(F)F)c3)o2)c1	-3	-2	0	0.0	10	0.1	1	-3	0
O=C1CC(N2CCN(Cc3ccccc3)CC2)C(=O)N1CCc1ccccc1 (stereo not drawn)	2	-3	6	-0.1	-1	0.2	0	4	1
